# Source: PubChem BioAssay (National Center for Advancing Translational Sciences (NCATS))
# FLuc counter – qHTS profiling assay for firefly luciferase inhibitor/activator using purifed enzyme and Km concentrations of substrates (counterscreen for miR-21 project); Luciferin 4-monooxygenase (Photinus pyralis), P08659; purified FLuc, Km substrates, luminescence inhibition; Potency, µM (highest dose often 57.5 µM), inactives show top-dose activity change, negative = inhibition, usual class: inhibitors; 360,000 compounds, 6.9% hits;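 further: plate controls were vehicle for no effect and reference inhibitor for full effect; nearly all actives have a fitted effect of over 55% in size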
#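 Biochemical qHTS of compounds, final roughly 60 µM downward over six points, against 10 nM purified firefly luciferase using Km concentrations of substrates (10 uM D-luciferin, 10 uM ATP) in Tris acetate pH 7.5 buffer; luminescence output.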
# MLL CXXC-DNA inh – qHTS Fluorescence Polarization Assay for Inhibitors of MLL CXXC domain - DNA interaction; Histone-lysine N-methyltransferase 2A (Homo sapiens), Q03164; MLL-CXXC / FITC-HOXA9 DNA fluorescence polarization; Potency, µM (doses to about 115 µM), for inactives: at the highest dose activity change, negative = inhibition, hits mostly inhibitors; 290,000 compounds, 0.037% hits; AID 2662, 2010; active means well fitted inhibition curve with a large enough effect in the polarisation, with a control signal flat, not every such curve was filed as active; inconclusive means small, poorly fitted or top-dose-only effect, or effect the other way, or a change in a side signal; inactive means no such curve, though single readings can be large or run the other way; the % refers to the polarisation
#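 Steps: dispense CXXC domain solution (7 uM) → pin compounds or unlabeled HOX-A9 DNA control → 5 min ambient → add FLSN-HOX-A9 solution (50 nM) → spin → 30 min ambient → fluorescence polarization. Tris pH 7.5/NaCl/DTT/BSA buffer.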
# Rab9 prom act – qHTS Assay for Rab9 Promoter Activators. Potency, µM (top dose mostly 9.22 µM), without a hit: top-dose activation, negative = inhibition, most hits filed as activators. AID 485297, 2010. Huh7 Rab9 promoter-luciferase reporter, luminescence, 24 h. 320,000 compounds, 2.8% hits; further: % of control where 0% means no effect; nearly all actives have a fitted effect of over 60% in size
#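 Stable Rab9-luc Huh7, 1500 cells/well, 2 h settle; cmpd in DMSO, 24 h, 37 °C/5% CO2; luciferase reagent 10 min RT; luminescence.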
# RORg inh – qHTS for inhibitors of ROR gamma transcriptional activity; Nuclear receptor ROR-gamma (Mus musculus), P51450; Drosophila S2 Gal4-RORgamma UAS-luciferase reporter, 20 h; Potency, µM (highest dose often 53.6 µM), for inactives: at the highest dose activity change, negative = inhibition, hits mostly inhibitors; 310,000 compounds, 5.4% hits; further: on the % scale 0 is the no-effect control and ±100 the full control effect; nearly all actives have a fitted effect of over 60% in size
# Target sequence (P51450 whole entry, looked up, the tested form may be a part): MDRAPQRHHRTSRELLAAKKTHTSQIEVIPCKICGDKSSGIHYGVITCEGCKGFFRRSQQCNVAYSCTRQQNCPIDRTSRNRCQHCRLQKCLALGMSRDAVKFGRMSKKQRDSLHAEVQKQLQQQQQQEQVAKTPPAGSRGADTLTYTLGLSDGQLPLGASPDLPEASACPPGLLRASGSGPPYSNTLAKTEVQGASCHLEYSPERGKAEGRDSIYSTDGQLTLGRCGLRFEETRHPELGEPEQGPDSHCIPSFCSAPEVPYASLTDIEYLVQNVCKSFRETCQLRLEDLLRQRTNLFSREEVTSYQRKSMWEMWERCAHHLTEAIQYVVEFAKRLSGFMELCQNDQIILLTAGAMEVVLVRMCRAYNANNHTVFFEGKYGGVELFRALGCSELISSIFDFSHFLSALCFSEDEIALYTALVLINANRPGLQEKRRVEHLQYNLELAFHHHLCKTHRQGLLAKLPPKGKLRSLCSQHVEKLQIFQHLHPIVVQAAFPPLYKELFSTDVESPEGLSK
#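 Read-out: Photinus luciferase luminescence; inhibitors lower reporter signal. Insect Schneider cells with Gal4-ROR gamma fusion under metallothionein promoter, UAS reporter; 700 uM final copper sulfate induction, 20 hr, ambient temperature.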
# NPC1 prom act – qHTS Assay for NPC1 Promoter Activators; Huh7 NPC1 promoter luciferase reporter, 24 h; Potency, µM (titrated, usually from 9.22 µM), inactives show at the highest dose activation, actives largely listed as activators; 320,000 compounds, 2.4% hits; AID 485313, 2010;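 further: % of control where 0% means no effect; nearly all actives have a fitted effect of over 60% in size; reporter is driven by a mutant NPC1 promoter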
#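 Readout is luciferase luminescence, reflecting NPC1 promoter activation in stably transfected Huh7 cells after 24 h compound exposure at 37 °C in reduced-serum medium with 10% FBS.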
# BRCA1 expr act – qHTS Assay to Identify Small Molecule Activators of BRCA1 Expression | Potency, µM (highest dose often 46.1 µM), without a hit: at the top dose activation, usual class: activators | AID 624202, 2012 | 380,000 compounds, 1.1% hits | MCF7-BRCA1-FFLuc reporter, luminescence, 48 h; response scale: scaled: vehicle 0%, 10 µM genistein 100%; further: nearly all actives have a fitted effect of over 80% in size; some results filed as inactive show a strong effect at the top dose
#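 First, MCF7-BRCA1-FFLuc cells (2000/well) attach for 2 h; next, compounds are pin-added and incubated 48 h at 37 °C; finally, luciferase reagent is added and luminescence read after 15 min.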
# MBNL1-CUG inh – qHTS Assay for Inhibitors of MBNL1-poly(CUG) RNA binding. TR-FRET MBNL1-His/biotin-(CUG)12 binding, 665/545 ratio. 280,000 compounds, 0.036% hits. AID 2675, 2010. Potency, µM (highest dose often 57.5 µM), for the others: at the top dose activity change, negative = inhibition, most hits filed as inhibitors. Muscleblind-like protein 1 (Homo sapiens), Q9NR56; active means well fitted inhibition curve with a large enough effect in the signal ratio, with a control signal flat, not every such curve was filed as active; inconclusive means small, poorly fitted or top-dose-only effect, or effect the other way, or a change in a side signal; inactive means no such curve, though single readings can be large or run the other way; the % refers to the signal ratio; further: on the % scale 0 is the no-effect control and ±100 the full control effect
# Target sequence (Q9NR56 whole entry, looked up): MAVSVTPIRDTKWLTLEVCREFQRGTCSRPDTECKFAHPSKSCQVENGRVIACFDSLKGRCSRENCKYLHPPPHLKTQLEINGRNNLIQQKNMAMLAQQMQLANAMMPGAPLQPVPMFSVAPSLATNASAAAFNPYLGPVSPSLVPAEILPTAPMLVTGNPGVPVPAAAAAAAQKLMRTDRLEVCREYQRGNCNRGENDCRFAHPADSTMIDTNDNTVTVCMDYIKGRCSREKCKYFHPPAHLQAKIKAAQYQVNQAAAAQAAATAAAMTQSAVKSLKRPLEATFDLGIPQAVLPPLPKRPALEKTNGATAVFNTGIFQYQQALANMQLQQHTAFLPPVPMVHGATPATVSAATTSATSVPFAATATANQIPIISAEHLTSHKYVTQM
#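 Inhibition of protein-RNA binding appears as loss of TR-FRET between terbium anti-His antibody on MBNL1-His and streptavidin-XL665 on biotin-(CUG)12. Activity is normalized to buffer-only and uninhibited-complex controls.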
# uPA generation – qHTS for Inhibitors of Cell Surface uPA Generation; cell surface uPA generation assay, qHTS; Potency, µM (top dose mostly 38.3 µM), for inactives: at the top dose activity change, negative = inhibition, hits mostly inhibitors; 330,000 compounds, 0.31% hits; active means well fitted inhibition curve with a large enough effect; inconclusive means small, poorly fitted or top-dose-only effect; inactive means no such curve, though single readings can be large or run the other way; tested in mouse RAW 264.7 cells; further: on the % scale 0 is the no-effect control and ±100 the full control effect; nearly all actives have a fitted effect of over 55% in size
# ELG1 genotox – qHTS screen for small molecules that induce genotoxicity in human embryonic kidney (HEK293T) cells expressing luciferase-tagged ELG1; 330,000 compounds, 1.3% hits; HEK293T ELG1-luciferase reporter, luminescence, 16 h; Potency, µM (doses to about 46 µM), inactives show at the highest dose activity change, positive = activation, most hits filed as activators; AID 504466, 2011; further: % of control where 0% means no effect; nearly all actives have a fitted effect of over 60% in size
#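 HEK293T cells expressing luciferase-tagged ELG1 were exposed to compound or DMSO vehicle for 16 hr at 37 °C and 5% CO2. Luciferase activity was then measured with ONE-Glo after 30 min at room temperature.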
# Gal4-VP16 FLuc – VP16 counterscreen qHTS for inhibitors of ROR gamma transcriptional activity | Drosophila S2 Gal4-VP16 UAS-luciferase, luminescence, 20 h | Potency, µM (top dose mostly 53.6 µM), for inactives: at the highest dose activity, negative = inhibition, usual class: inhibitors | 310,000 compounds, 3.5% hits | AID 2546, 2010;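 further: Gal4-VP16 expression switched on by copper sulfate through the metallothionein promoter; on the % scale 0 is the no-effect control and ±100 the full control effect; nearly all actives have a fitted effect of over 50% in size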
# p53 reactivator – qHTS assay for re-activators of p53 using a Luc reporter. 320,000 compounds, 0.063% hits. Potency, µM (top dose mostly 92.2 µM), for inactives: top-dose activity change, positive = activation, most hits filed as activators. H1299 p53-A138V BP100-luciferase reporter, luminescence, 24 h. AID 504706, 2011; further: % of control where 0% means no effect; nearly all actives have a fitted effect of over 45% in size
#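 H1299 (p53-null), stable ts p53-A138V + BP100-Luc; 1000 cells/well, Opti-MEM/10% FBS; cpd 4 pt, 1:5; 24 h, 37 deg C, 5% CO2; detection reagent 10 min RT; luminescence.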
# * marks the source's active call; other numbers are inactive results; ? = inconclusive; . = not tested or not shown; & = joins results of further samples; [ ] = dose if it differs, or a comment. Unless noted, the call rests on the fitted dose curve; in most records, active means well fitted curve in the direction sought with a large enough effect; inconclusive means small, poorly fitted or top-dose-only effect, or another doubt; inactive means no such curve, though single readings can be large; an effect the other way counts as inactive or inconclusive. Potency means the concentration at half of the fitted maximal effect.
# Start of the data: the first 2 entries, to show the layout:
SMILES,FLuc counter,MLL CXXC-DNA inh,Rab9 prom act,RORg inh,NPC1 prom act,BRCA1 expr act,MBNL1-CUG inh,uPA generation,ELG1 genotox,Gal4-VP16 FLuc,p53 reactivator
O=C(N/N=C/c1ccc(O)cc1)c1cc(C2CC2)[nH]n1,-18%,7%,2%,1%,0%,3%,14%,-12%,4%,5%,19%
CCCCOc1ccc(C(=O)NCC(=O)N2CCN(C(=O)c3ccco3)CC2)cc1,1%,.,1%,.,-10%,1%,.,-2%,-1%,.,5%

# All compounds of this part, repeating the preview:
SMILES,FLuc counter,MLL CXXC-DNA inh,Rab9 prom act,RORg inh,NPC1 prom act,BRCA1 expr act,MBNL1-CUG inh,uPA generation,ELG1 genotox,Gal4-VP16 FLuc,p53 reactivator
O=C(N/N=C/c1ccc(O)cc1)c1cc(C2CC2)[nH]n1,-18%,7%,2%,1%,0%,3%,14%,-12%,4%,5%,19%
CCCCOc1ccc(C(=O)NCC(=O)N2CCN(C(=O)c3ccco3)CC2)cc1,1%,.,1%,.,-10%,1%,.,-2%,-1%,.,5%
N#Cc1nc(COc2ccc(Br)cc2)oc1N1CCN(Cc2ccccc2)CC1,0%,-2%,-10%,25%,1%,-24%,-4%,4%,-6%,-12%,9%
CN1CCN(C(=O)/C(=C/c2cccs2)NC(=O)c2cccs2)CC1,-1%,11%,-3%,-23%,-4%,-10%,14%,2%,0%,-9%,0%
Cc1c(F)cccc1NC(=O)c1ccc2c(c1)CCN2S(C)(=O)=O,4%,3%,10%,5%,12%,24%,-4%,-3%,-1%,5%,.
CCC(=O)N1CCN(c2ccc(NC(=O)c3ccc(-c4ccccc4)cc3)cc2)CC1,4%,-2%,-1%,-14%,-5%,.,-6%,.,7%,-13%,-4%
Cc1nnc(SCC(=O)Nc2cccc(S(N)(=O)=O)c2)n1-c1ccccc1,0%,7%,2%,-14%,-6%,-4%,-3%,1%,0%,-9%,-2%
Cc1nc2ccc(S(=O)(=O)c3ccc4nc(C)[nH]c4c3)cc2[nH]1,3%,-1%,2%,18%,-3%,-24%,-10%,1%,-1%,-2%,-4%
O=C(CNC(=O)c1ccccc1Br)N/N=C/c1ccco1,-6%,15%,-1%,-4%,-2%,0%,28%,1%,0%,8%,-4%
COC(=O)c1cc(Br)c(=O)n(-c2ccccc2OC)c1,-1%,8%,8%,-18%,0%,-1%,20%,-4%,1%,0%,-3%
O=C1C2C3C=CC(C3)C2C(=O)N1/N=C/c1cn(Cc2ccc(F)cc2)c2ccccc12 (configuration not stated),?,3%,0%,33%,1%,-49%,4%,16%,0%,-7%,19%
CCCCOCCCN1CC(=O)N2[C@@H](Cc3c([nH]c4ccccc34)C2(C)C)C1=O,1%,?,-5%[1.84 µM],?,-3%,-37%,5%,1%,-15%,-16%,-9%
O=C(Cn1cc(C(F)(F)F)ccc1=O)NCc1ccc(F)cc1,?,5%,?,-7%,?,?,-6%,-1%,?,12%,?
COC(=O)c1cc(C)nc(N)c1C#N,0%,3%,0%,-3%,-3%,-13%,24%,-6%,-2%,6%,11%
O=C(Nc1ccc(NC(=O)c2ccco2)nc1)c1cccc(F)c1,5.4µM*,5%,3.2µM*,-7%,0.89µM*,?,-2%,-6%,?,-10%,?
COc1ccc(NC(=O)C(NCC(C)C)c2ccccc2)cc1Cl (configuration not stated),-1%,-10%,-1%,11%,0%,-8%,-10%,-1%,1%,5%,-1%
Cc1cccn2cc(-c3ccc(S(=O)(=O)N4CCOCC4)cc3)nc12,-1%,11%,-3%,-23%,0%,3%,11%,-1%,-6%,-1%,1%
COc1cccc2c3c(c(C)nc12)CCN3c1ccccc1,-2%,-26%,-8%,-31%,-1%,-17%,?,-22%,-9%,-8%,6%
CC1(C)CC(=NO)CC(C)(C)N1,0%,-2%,7%,18%,2%,14%,1%,0%,1%,1%,-4%
OC(c1ccc(Cl)cc1Cl)C(Cc1cccnc1)n1cncn1 (configuration not stated),-1%,-6%,1%,2%[10 µM],1%,-33%,-11%,5%,0%,-8%,1%
O=C(O)C1C2CCC(C2)C1C(=O)NCCc1ccc(F)cc1 (configuration not stated),4%,-8%,0%,-6%,-1%,38%,-4%,3%,-1%,-1%,23%
O=C(Nc1ccccc1)NC1CCN(Cc2c(F)cccc2Cl)CC1,1%,-3%,-1%,0%,-3%,-12%,.,10%,-4%,2%,0%
Cc1cc2ncn(CCCCOc3ccccc3)c2cc1C,-18%&-19%,0%,-4%,-120%,-8%,0%,3%,.,-5%,?,1%
Cc1cc(-c2ccc(S(=O)(=O)Nc3ccc(C#N)cc3)s2)on1,3%,-3%,0%,10%,-3%,-24%,24%,3%,-1%,-3%,-3%
Cc1cccc(-c2csc(NC(=O)c3cnccn3)c2C(=O)OC(C)C)c1,6%,0%,-3%,-5%,-1%,-29%,11%,4%,2%,-1%,0%
CC(=O)c1ccc(S(=O)(=O)Nc2ccc(-c3ccc4nncn4n3)cc2)cc1,6%,.,-3%,.,2%,-14%,.,0%,2%,.,-2%
Cc1ccc2[nH]cc(C(=O)CN3CCN(C)CC3)c2c1,2%,-9%,5%,1%,-1%,-2%,4%,.,1%,-1%,-10%
COc1ccc2oc(C(=O)OCc3nnc(-c4ccccc4)o3)c(C)c2c1,-8%,.,16%,.,7%,18%,.,11%,?,.,4%
OC(COc1ccc2cc(Br)ccc2c1)CN1CCOCC1 (configuration not stated),?,0%,2%,?,17%,68%,29%,-5%,0%,20%,0%
O=S1(=O)CCN(C(CO)c2ccccc2)CC1 (configuration not stated),3%,3%,-2%,-17%,-2%,-26%,.,2%,1%,0%,0%
Cc1cc(C)cc(C(=O)NCC(=O)OCc2c(C)noc2C)c1,-3%,2%,2%,-10%,-3%,-13%,-12%,5%,1%,-1%,-10%
CN1CCN(/C=N/C2=C(C#N)C(c3ccccc3)C3=C(CC(C)(C)CC3=O)O2)CC1 (configuration not stated),0%,2%,-3%,2%,-11%,-7%,-2%,-6%,2%,-4%,2%
O=C(NCC1CCCO1)/C(=C\c1cccc([N+](=O)[O-])c1)NC(=O)c1ccccc1 (configuration not stated),-1%,5%,-10%,15%,-3%,-3%,?,-7%,0%,13%,4%
CCOc1ccc(/C=N/O)cc1,-17%,6%,9%,38%,7%,0%,-7%,2%,?,8%,23%
O=C(N/N=C/c1ccc([N+](=O)[O-])o1)c1cc(-c2ccc(-c3ccccc3)cc2)nc2ccccc12,0.15µM*,-12%,?,0.71µM*,?,0%,2%,-17%,?,1.1µM*,-1%
FC(F)(F)c1cccc(CON=C2CCN(c3ncc(C(F)(F)F)cc3Cl)CC2)c1,4%,-1%,0%,1%,-1%,-20%,-16%,.,-1%,-1%,1%
CC1=CC2=C(OC1N(C)C)c1cccc3cccc(c13)C2=O (configuration not stated),?,-7%,2%,8.9µM*,4%,-14%,?,-1%,4%,?,-2%
COc1ccccc1OCC(=O)Nc1cc(Cl)ccc1Oc1ccccc1,-1%,8%,1%,?,-1%,-20%,10%,8%,-6%,-18%,1%
CCc1ccc(NC(=S)Nc2cc(OC)c(NC(=O)C(C)C)cc2OC)cc1,-19%,1%,-8%,8.9µM*,1%,31%,4%,1%,0%,18µM*,0%
CC(=O)Nc1ccc(C(=O)CSc2cc(C)c3cccc(C)c3n2)cc1,0%,2%,-1%,-28%,1%,-64%,.,7%,-5%,-9%,3%
Cc1cc(CSc2ccccc2)ccc1NC(=O)COc1ccccc1,-14%,-2%,8%,42%,8%,24%,-3%,0%,-4%,0%,-6%
O=C(CN1CCN(C(=O)N2CCOCC2)CC1)Nc1ccc(Br)cc1,0%,-14%,.,5%,.,0%,5%,4%,.,14%,.
CCC(C)Nc1nc(Cl)nc(NCCOc2ccccc2)n1 (configuration not stated),-20%,0%,0%,19%,-4%,42%,.,0%,-1%,-12%,19%
O=Cc1ccc(N2CCCCCC2)cc1,?,2%,-1%,23%,1%,6%,?,-6%,?,-10%,4%

# A portion of the library (hit frequency here may not be typical).
